# Compound activity from PubChem BioAssay.
# TNF death inh: inhibitors of TNF-alpha triggered necroptosis, primary screen, cell-based, Jurkat FADD-/-, single concentration; Jurkat FADD-/- TNF necroptosis rescue, ATP luminescence, 24 h; 0 = TNF only, 100 = no-TNF cells; AID 463075, 2010; 220,000 compounds, 0.068% hits; activation (protection from cell death), % at 10 µM;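 active means activation, meaning protection from cell death, of at least 50% relative to plate controls; inactive means activation below 50%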;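 further: necroptosis triggered by 40 ng/mL TNF-alpha added together with compound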
# Hck Nef HTS: inhibitors of Nef-activated human Hck kinase, primary screen, biochemical, Z-Lyte FRET, 384-well, Hck-YEEI; Tyrosine-protein kinase HCK (Homo sapiens), P08631; Recombinant Hck-YEEI plus Nef, Z-Lyte FRET kinase assay; inhibition, % at 20 µM; 220,000 compounds, 0.68% hits;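 active means Hck-Nef kinase inhibition above about 50%, limit read from the data; inactive means inhibition below that limit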;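 further: 0% = DMSO with Hck plus Nef and 100% = Hck alone without Nef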
# Target sequence (P08631 whole entry, looked up): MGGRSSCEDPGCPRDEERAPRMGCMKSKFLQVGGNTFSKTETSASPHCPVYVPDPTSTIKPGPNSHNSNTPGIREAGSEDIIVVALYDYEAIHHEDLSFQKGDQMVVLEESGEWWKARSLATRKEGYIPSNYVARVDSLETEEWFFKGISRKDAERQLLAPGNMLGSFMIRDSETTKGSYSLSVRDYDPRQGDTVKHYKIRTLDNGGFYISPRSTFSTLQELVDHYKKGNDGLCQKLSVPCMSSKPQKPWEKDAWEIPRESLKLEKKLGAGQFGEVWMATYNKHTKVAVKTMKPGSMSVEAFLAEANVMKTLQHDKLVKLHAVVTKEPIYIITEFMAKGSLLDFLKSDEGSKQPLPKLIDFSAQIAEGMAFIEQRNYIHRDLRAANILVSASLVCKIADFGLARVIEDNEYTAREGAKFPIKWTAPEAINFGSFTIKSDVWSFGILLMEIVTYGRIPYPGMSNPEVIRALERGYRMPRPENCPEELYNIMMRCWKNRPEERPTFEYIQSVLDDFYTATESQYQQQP
# Rad51 HR inh: human RAD51 strand exchange inhibitors, primary screen, biochemical, fluorescence. DNA repair protein RAD51 homolog 1 (Homo sapiens), Q06609. hRad51 DNA strand exchange, fluorescence dequenching. inhibition, % at 10 µM. 200,000 compounds, 0.085% hits;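 active means inhibition above 40% at the single screening dose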;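 further: 0% = DMSO control wells and 100% = blanks with heterologous ssDNA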
# Target sequence (Q06609 whole entry, looked up): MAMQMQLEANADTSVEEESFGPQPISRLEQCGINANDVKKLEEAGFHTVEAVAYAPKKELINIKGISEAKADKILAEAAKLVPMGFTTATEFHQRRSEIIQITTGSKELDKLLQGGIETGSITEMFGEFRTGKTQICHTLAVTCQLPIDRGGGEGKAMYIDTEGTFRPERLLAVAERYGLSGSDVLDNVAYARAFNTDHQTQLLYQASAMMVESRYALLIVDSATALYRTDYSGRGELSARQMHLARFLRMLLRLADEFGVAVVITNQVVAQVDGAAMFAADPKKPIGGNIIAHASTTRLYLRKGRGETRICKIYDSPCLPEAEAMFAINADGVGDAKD
#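 System: hRad51 filaments on single-stranded DNA; reagent: Fluorescein- and BHQ1-tagged 47-mer duplex; compound dosing: one concentration, 10 µM final; timing: filaments 15 min 37 °C, then compound 30 min; measured by: fluorescein emission 520 nm, excitation 485 nm; benchmarks: per-plate controls and blanks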
# FXIIa inh: human FXIIa protease inhibitors, primary screen, biochemical, 1536-well; Coagulation factor XII (Homo sapiens), P00748; purified FXIIa, Boc-QGR-AMC fluorogenic substrate, 2 h; inhibition, % at 5 µM; 220,000 compounds, 0.3% hits; AID 800, 2007; in the data active means inhibition above about 40%;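 further: 0% = enzyme with no compound and 100% = blank without enzyme; many of its hits are not listed in these tables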
# thrombin 1536: human alpha-thrombin inhibitors, primary screen, counter-screen for coagulation protease inhibitor project, biochemical, 1536-well, fluorogenic AMC substrate; 220,000 compounds, 0.26% hits; Boc-VPR-AMC fluorogenic substrate cleavage; inhibition, % at 5 µM;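 active means inhibition at or above 40%; inactive means inhibition below 40%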;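 further: 0% = enzyme with no compound and 100% = wells without enzyme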
#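 Material: Human alpha-thrombin protein | Buffer or medium: pH 7.5 Tris-saline with Tween 20 | Reagent: Boc-VPR-AMC substrate, 15 µM final | Schedule: Reaction at ambient temperature | Detection: AMC fluorescence at 355 nm excitation and 460 nm emission | Evaluation: Percent inhibition scaled between no-compound controls and no-enzyme blanks | Controls: no-compound enzyme wells and no-enzyme blanks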
# Cl transport mod: KCC2 cotransporter modulators, thallium flux, primary screen, cell-based, HEK293 KCC2, FluoZin-2 fluorescence, MLSMR; Solute carrier family 12 member 5 (Homo sapiens), Q9H2X9; KCC2 cells, thallium flux FluoZin-2 fluorescence; B-score of Tl+ flux slope (higher = more flux/activation; lower = inhibition) at 10 µM; 190,000 compounds, 2.2% hits; AID 1456, 2008;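 active means thallium flux slope and its plate-corrected score both differing from the plate sample mean at a set confidence after two filtering rounds, in either direction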;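 further: slope of fluorescence scaled to starting intensity during 10 to 20 s after thallium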
# FXIa inh 1536: human FXIa protease inhibitors, primary screen, biochemical, 1536-well | inhibition, % at 5 µM | purified FXIa, Boc-Glu-Ala-Arg-AMC fluorogenic substrate | 220,000 compounds, 0.14% hits | AID 798, 2007 | Coagulation factor XI (Homo sapiens), P03951;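 active means inhibition of at least 40%; inactive means inhibition below 40%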;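 further: fluorescence of freed AMC excited at 355 nm; 0% = enzyme without compound and 100% = no enzyme blank; many of its hits are not listed in these tables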
# hK5 inh: human KLK5 protease inhibitors, primary screen, biochemical, 1536-well; Kallikrein-5 (Homo sapiens), Q9Y337; recombinant hK5, fluorogenic AMC substrate cleavage; inhibition, % at 5 µM; 210,000 compounds, 0.59% hits; AID 873, 2007;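 active means inhibition of 40% or more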;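 further: 0% = enzyme controls without compound and 100% = no-enzyme blanks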
# Target sequence (Q9Y337 67-293 limits assumed): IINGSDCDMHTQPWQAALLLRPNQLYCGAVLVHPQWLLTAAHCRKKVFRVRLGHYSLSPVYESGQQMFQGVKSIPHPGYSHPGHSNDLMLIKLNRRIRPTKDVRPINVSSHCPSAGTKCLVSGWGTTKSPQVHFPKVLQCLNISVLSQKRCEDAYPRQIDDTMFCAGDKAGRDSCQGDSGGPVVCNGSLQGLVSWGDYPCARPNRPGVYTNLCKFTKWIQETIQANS
# zVAD death inh: inhibitors of zVAD-triggered necroptosis, primary screen, L929 cells; L929 zVAD necroptosis rescue, ATP luminescence, 24 h; with zVAD 60 µM; viability rescue, % at 10 µM; 220,000 compounds, 0.38% hits; AID 1377, 2008;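 active means activation, scaled between plate controls, above about 75%, limit read from the data; inactive means activation under that limit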;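 further: 0% = zVAD with DMSO and 100% = DMSO alone without zVAD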
# Active calls of the source: *; i = inactive; nt = no result given. Some of the compounds tested; the hit share may differ from the screen's.
canonical_smiles | TNF death inh | Hck Nef HTS | Rad51 HR inh | FXIIa inh | thrombin 1536 | Cl transport mod | FXIa inh 1536 | hK5 inh | zVAD death inh
CCC(C)(C)n1nnnc1C(c1cccnc1)N1CCN(c2cccc(C(F)(F)F)c2)CC1 (stereo not drawn) | 0.2 | 2 | 1 | 6 | 0 | -3.2* | -3 | 3 | 0.0
CN(CC(=O)N1CCc2ccccc21)S(=O)(=O)c1ccc(Cl)cc1 | -1.9 | 3 | 4 | -3 | -7 | nt | -5 | -2 | -0.2
CCC(=O)OCC(=O)Nc1cc([N+](=O)[O-])ccc1Cl | 0.5 | 22 | 24 | 7 | -7 | 0.24 | -3 | -1 | 1.4
CCOC(=O)N1CCN(C(=O)Cn2ncc3ccccc32)CC1 | 0.9 | -5 | -2 | -2 | -9 | 0.9 | -9 | -14 | -0.3
CC(=O)OCCNC(=O)c1cccnc1 | -0.2 | 2 | -7 | 11 | 0 | -0.4 | 4 | 2 | 0.9
COc1cccc(C(c2nnnn2CS(=O)(=O)c2ccc(C)cc2)N2CCN(C)CC2)c1OC (stereo not drawn) | 0.0 | -1 | -4 | 13 | 14 | nt | 5 | -16 | -0.7
Cc1cc(C(=O)Nc2sc(C)c(-c3ccc(F)cc3)c2C(N)=O)no1 | 0.6 | 2 | 2 | 16 | 3 | nt | -18 | 9 | 72
C/C(CC(=O)Nc1cc(Cl)ccc1Cl)=N\NC(=O)c1ccco1 | -2.0 | 5 | 0 | 9 | 2 | 0.36 | 0 | -20 | -0.1
Cc1ccccc1N(C(=O)Cn1nnc(-c2ccc(F)cc2)n1)C(C(=O)NC(C)(C)C)c1ccncc1 (stereo not drawn) | 0.9 | 17 | -14 | 0 | -2 | 0.73 | -5 | -9 | -1.0
O=C(CCNC(=O)Cn1ccc2ccccc2c1=O)NCc1ccccn1 | 0.1 | 17 | 3 | 4 | -10 | -0.23 | -4 | -3 | 0.7
COc1cc(CCN2C(=O)c3cccc4cccc(c34)C2=O)c(S(=O)(=O)N2CCC(C)CC2)cc1OC | 0.6 | 2 | -3 | 5 | -8 | -1.8 | -3 | 3 | 0.1
O=C1CCC(=O)N1OCCCOc1ccc(Br)cc1Cl | -0.7 | 7 | 2 | 16 | 1 | -0.34 | 5 | -28 | 2.6
NC(=O)c1ccc(NC(=O)Cn2c(=O)n(-c3ccccc3)c(=O)c3oc4ccccc4c32)cc1 | 0.0 | 5 | nt | 12 | -3 | -0.48 | 1 | 11 | 0.5
CC(C)(C)OC(=O)N[C@@H](Cc1ccccc1)c1nnc(SCC(=O)O)o1 | 0.3 | 1 | 3 | 23 | -9 | nt | 3 | -16 | 8.3
CCOc1cc(C(=O)N/N=C\c2cn(CC)nc2C)cc(OCC)c1OCC | 2.1 | 6 | nt | -3 | -4 | -0.66 | -9 | -10 | 0.4
O=C(CCCc1nc(-c2ccccc2)no1)N1CCOCC1 | -3.7 | 2 | 1 | 16 | -2 | 1.7 | -3 | -13 | 0.0
Cc1cc(/C=C2\C(=N)N3N=C(C(C)C)SC3=NC2=O)c(C)n1Cc1ccccc1 | -0.5 | 9 | -2 | 9 | -1 | 2.1 | 3 | 2 | -0.3
CCN(CC)C(=O)c1cccc2c1C(=O)c1ccccc1-2 | -2.1 | 2 | 0 | 15 | 2 | 0.045 | 6 | -10 | 0.0
Cc1cc(C)c(S(=O)(=O)N2CCC(C(N)=O)CC2)cc1C | 0.2 | 1 | -5 | 14 | 3 | -1.2 | -2 | -16 | -0.1
O=C(NC1CCCC1)c1cnn2c(C(F)(F)F)cc(-c3ccc4c(c3)OCO4)nc12 | -3.0 | 29 | -10 | 19 | -1 | 0.072 | 22 | -25 | 0.2
COCCN(C(=S)Nc1cccc(OC)c1)C1CCN(C(C)=O)CC1 | 1.3 | 3 | -4 | 13 | 1 | -0.067 | 3 | -27 | 0.2
Cc1nn(-c2ccccc2)c(N2CCCC2)c1/C=N/NC(=O)c1cccc(S(=O)(=O)Nc2ccc(Cl)cc2)c1 | 1.1 | 2 | -4 | 9 | -7 | 0.12 | 9 | -19 | 0.4
O=C(Cc1ccccc1)NCc1cccnc1 | 2.5 | -6 | 5 | 2 | -4 | 0.91 | -6 | -15 | 0.3
CNC(=O)OC(C)CNS(=O)(=O)c1ccc(C)cc1 (stereo not drawn) | -1.5 | 0 | 2 | 4 | -3 | -0.014 | 1 | -2 | -0.2

# Part of the list above, with values under each structure.
# Results follow in this order: TNF death inh	Hck Nef HTS	Rad51 HR inh	FXIIa inh	thrombin 1536	Cl transport mod	FXIa inh 1536	hK5 inh	zVAD death inh
> CCC(C)(C)n1nnnc1C(c1cccnc1)N1CCN(c2cccc(C(F)(F)F)c2)CC1 (stereo not drawn)
→ 0.2	2	1	6	0	-3.2*	-3	3	0.0
> O=C(Cc1ccccc1)NCc1cccnc1
→ 2.5	-6	5	2	-4	0.91	-6	-15	0.3
> COc1cccc(C(c2nnnn2CS(=O)(=O)c2ccc(C)cc2)N2CCN(C)CC2)c1OC (stereo not drawn)
→ 0.0	-1	-4	13	14	nt	5	-16	-0.7
> O=C(NC1CCCC1)c1cnn2c(C(F)(F)F)cc(-c3ccc4c(c3)OCO4)nc12
→ -3.0	29	-10	19	-1	0.072	22	-25	0.2
> CCC(=O)OCC(=O)Nc1cc([N+](=O)[O-])ccc1Cl
→ 0.5	22	24	7	-7	0.24	-3	-1	1.4

# Carrying on.
canonical_smiles | TNF death inh | Hck Nef HTS | Rad51 HR inh | FXIIa inh | thrombin 1536 | Cl transport mod | FXIa inh 1536 | hK5 inh | zVAD death inh
O/N=C\c1ccc(-c2ccccc2)o1 | 1.5 | 7 | 5 | 6 | -13 | 0.14 | 0 | -18 | 1.1
Cn1c(SCC(=O)Nc2ccc3c(c2)OCCO3)nnc1-c1ccco1 | -0.8 | 5 | -5 | 9 | 0 | -0.67 | 1 | -15 | 0.1
O=C(NCc1ccco1)c1ccc2c(c1)N(Cc1ccccc1)CCS2 | 2.2 | 4 | nt | -5 | -8 | -3 | 4 | -1 | 1.6
O=C(NCCO)C(c1ccccc1)c1ccccc1 | 1.7 | 3 | 1 | 20 | 7 | nt | -15 | 4 | 1.1
S=c1nc(-c2ccccc2)n(CCN2CCOCC2)c2c1CCCC2 | 2.2 | -1 | 0 | 17 | 2 | -0.22 | 4 | 8 | 2.6
NC(Cc1ccc(OC(F)F)cc1)C(=O)O (stereo not drawn) | 2.0 | -6 | -6 | 3 | -8 | -0.03 | 1 | -10 | -0.1
CCNC(=O)NC(=O)CSc1nc2ccccc2n1CCOC | -0.2 | 0 | 3 | -7 | -5 | 0.82 | -8 | 3 | 0.4
CCN(CC)Cc1cc2[nH]c3c4ccc(Cl)cc4ncc3c2cc1OC | -29 | 46 | nt | 11 | 1 | 0.38 | 2 | 3 | 81*
CC(=O)c1cc(-c2ccc(F)cc2)n(CCC(=O)Nc2cccnc2)c1C | 0.4 | 26 | 1 | 7 | -2 | 0.35 | 2 | -1 | 2.0
CCN(CC)c1ccc2cc(-c3nnc(-c4ccc(Br)cc4)o3)c(=O)oc2c1 | -0.3 | -4 | nt | nt | nt | i | nt | nt | 0.1
CCCCCOc1ccc(N2C(=O)CC(N(O)c3ccccc3)C2=O)cc1 (stereo not drawn) | -0.4 | 1 | 1 | 16 | 4 | nt | 3 | -5 | 0.9
O=C(NCCc1ccccc1)C1CCC(CNc2c(N3CCCCC3)c(=O)c2=O)CC1 (stereo not drawn) | -0.8 | -5 | 7 | 14 | 7 | -2.9 | 11 | 5 | nt

# Not a retest: an excerpt of the list.
canonical_smiles | TNF death inh | Hck Nef HTS | Rad51 HR inh | FXIIa inh | thrombin 1536 | Cl transport mod | FXIa inh 1536 | hK5 inh | zVAD death inh
CCN(CC)Cc1cc2[nH]c3c4ccc(Cl)cc4ncc3c2cc1OC | -29 | 46 | nt | 11 | 1 | 0.38 | 2 | 3 | 81*
CC(=O)c1cc(-c2ccc(F)cc2)n(CCC(=O)Nc2cccnc2)c1C | 0.4 | 26 | 1 | 7 | -2 | 0.35 | 2 | -1 | 2.0
CCN(CC)c1ccc2cc(-c3nnc(-c4ccc(Br)cc4)o3)c(=O)oc2c1 | -0.3 | -4 | nt | nt | nt | i | nt | nt | 0.1
CCCCCOc1ccc(N2C(=O)CC(N(O)c3ccccc3)C2=O)cc1 (stereo not drawn) | -0.4 | 1 | 1 | 16 | 4 | nt | 3 | -5 | 0.9
O=C(NCCc1ccccc1)C1CCC(CNc2c(N3CCCCC3)c(=O)c2=O)CC1 (stereo not drawn) | -0.8 | -5 | 7 | 14 | 7 | -2.9 | 11 | 5 | nt

# (continued)
canonical_smiles | TNF death inh | Hck Nef HTS | Rad51 HR inh | FXIIa inh | thrombin 1536 | Cl transport mod | FXIa inh 1536 | hK5 inh | zVAD death inh
CN(C)C(=O)CN1C(=O)C2CC=C(Cl)CC2C1=O (stereo not drawn) | 0.0 | -1 | nt | 22 | -5 | 0.16 | 9 | -3 | -0.6
Cc1ccc(C(C)n2cc(C(=O)NCc3cccnc3)nn2)cc1 (stereo not drawn) | 4.8 | 0 | 6 | 14 | 2 | -2.9 | 3 | -3 | -1.1
Cc1coc(=N)n1CC(=O)c1ccc(Cl)cc1 | -0.4 | -11 | 9 | 14 | 1 | 0.35 | 10 | nt | -1.1
Cc1cc(C)cc(NC(=O)CSc2nnc(-c3ccccc3Br)o2)c1 | -0.6 | 3 | -5 | -8 | -5 | nt | -11 | -17 | 2.0
O=C(CN1CCN(c2ccc(F)cc2)CC1)c1ccc2c(c1)OCO2 | -2.2 | -1 | nt | 16 | 6 | -3.3 | 2 | 7 | -0.2
Oc1cccc2cnccc12 | -3.6 | 28 | nt | 7 | 1 | 1.2 | 1 | 0 | 0.1
Cn1ncc(N=Cc2ccccc2[N+](=O)[O-])c1C(N)=O | -2.6 | 22 | -85 | 9 | 1 | -0.089 | 2 | 4 | 1.9
COc1ccc(C(=O)C(C)Oc2cccc(NC(=O)c3cccc([N+](=O)[O-])c3)c2)cc1 (stereo not drawn) | 0.0 | -1 | 12 | 8 | -1 | 0.034 | 4 | -6 | 0.1
Cc1cnc(C(=O)OCC(=O)NC2CCCCCCC2)cn1 | 1.8 | 14 | -6 | 3 | -23 | -1.9 | -10 | -6 | 1.6
CCCCNC(=O)C(C#N)c1nc2ccccc2nc1N1CCN(c2ccccc2F)CC1 (stereo not drawn) | 0.3 | -3 | 0 | 9 | -4 | -0.4 | -3 | 7 | 2.6
